CHRM1 PAM – human CHRM1 positive allosteric modulation. AID 588819. activation, % at 3 µM. 0.088% of 360,000 active. CHO-K1 hM1, Fluo-8 calcium fluorescence, ACh EC20; 0% = ACh EC20, 100% = maximal ACh. P11229; in the data active = activation above about 19%, passing the limit was not always enough
Target sequence (P11229 whole entry, looked up): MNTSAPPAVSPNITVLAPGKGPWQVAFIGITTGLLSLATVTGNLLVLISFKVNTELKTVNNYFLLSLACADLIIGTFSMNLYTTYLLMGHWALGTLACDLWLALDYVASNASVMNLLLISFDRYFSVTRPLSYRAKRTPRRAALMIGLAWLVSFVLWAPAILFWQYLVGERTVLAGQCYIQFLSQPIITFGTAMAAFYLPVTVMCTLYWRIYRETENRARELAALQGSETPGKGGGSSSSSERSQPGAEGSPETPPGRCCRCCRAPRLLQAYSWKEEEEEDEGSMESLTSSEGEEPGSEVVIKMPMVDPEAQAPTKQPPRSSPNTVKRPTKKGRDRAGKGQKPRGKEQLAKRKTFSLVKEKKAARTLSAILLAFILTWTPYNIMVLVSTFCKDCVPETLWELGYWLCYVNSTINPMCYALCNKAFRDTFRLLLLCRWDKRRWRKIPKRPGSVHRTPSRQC
CHO parental Ca – counter-screen: ATP calcium response change in parental CHO cells; parental CHO-K1, ATP-induced calcium, Fluo-8 fluorescence; AID 463079; inhibition, % at 5.6 µM; 0.63% of 330,000 active;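 active = inhibition above that plate's mean sample inhibition plus 3 SD, cut at about 26% in these data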;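 note: 0% = ATP-challenged DMSO wells and 100% = DMSO wells without ATP; some compounds past the cut are filed as inactive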
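Test system: untransfected parental CHO cell line. Compound: one dose, 5.6 µM nominal. Detection: intracellular calcium via Fluo-8 no-wash fluorescent dye. Measure: % inhibition. Benchmarks: ATP-challenged DMSO wells low, unchallenged DMSO wells high.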
TAAR1 antag – human TAAR1 antagonism | inhibition, % at 3 µM | Q96RJ0 | CHO RD-HGA16 TAAR1, Fluo-8 calcium fluorescence, antagonist | AID 624466 | 1.5% of 360,000 active;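 active = inhibition above a per-plate cutoff, the mean inhibition of test compounds on that plate plus 3 SD, cut at about 49% in these data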;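 note: 0% = DMSO plus EC80 beta-PEA response and 100% = DMSO alone without agonist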
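System: RD-HGA16 CHO cells with stable hTAAR1 and Gα16 | Probe or stimulus: EC80 β-phenethylamine stimulus | Dosing: 3 µM, single point | Times: Dye loading 75 min at 37 °C, then 30 min room temperature | Measured by: Fluo-8 calcium-sensitive fluorescence | Read-out basis: % inhibition of agonist calcium response | Replicates: n of 1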
OXTR potentiate – potentiates the human oxytocin receptor response | P30559 | 0.061% of 320,000 active | CHO-OTR cells, Fluo-8 calcium fluorescence, potentiator mode; 0% = oxytocin EC15, 100% = EC100 | activation, % at 3 µM;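 active = activation above that plate's cutoff, the mean activation of tested compounds plus 3 SD, cut at about 6.6% in these data, passing the limit was not always enough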;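 note: 100% uses oxytocin at 75 nM as the full agonist control; some results filed as inactive read as strong as hits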
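Replication – single well per compound, singlicate · Assay system – CHO cell line stably expressing human OTR · Timing – 6 min pre-incubation, 100 s read · Measure – normalized max/min fluorescence ratio, % activation · Doses – 3.0 µM, one dose · Detection – Fluo-8 calcium dye fluorescence · Probe or stimulus – oxytocin near EC15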
V1aR counter – counter-screen for oxytocin receptor agonists: human V1a receptor agonists; P37288; CHO-V1R cells, Fluo-8 calcium fluorescence, agonist mode; 0% DMSO, 100% 3 nM vasopressin; activation, % at 3 µM; 0.25% of 320,000 active; AID 2797;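 active = activation above the mean activation of all tested compounds plus 3 SD, per screening run, cut at about 20% in these data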;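 note: signal is peak over basal fluorescence ratio across a 100 second FLIPR read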
Target sequence (P37288 whole entry, looked up): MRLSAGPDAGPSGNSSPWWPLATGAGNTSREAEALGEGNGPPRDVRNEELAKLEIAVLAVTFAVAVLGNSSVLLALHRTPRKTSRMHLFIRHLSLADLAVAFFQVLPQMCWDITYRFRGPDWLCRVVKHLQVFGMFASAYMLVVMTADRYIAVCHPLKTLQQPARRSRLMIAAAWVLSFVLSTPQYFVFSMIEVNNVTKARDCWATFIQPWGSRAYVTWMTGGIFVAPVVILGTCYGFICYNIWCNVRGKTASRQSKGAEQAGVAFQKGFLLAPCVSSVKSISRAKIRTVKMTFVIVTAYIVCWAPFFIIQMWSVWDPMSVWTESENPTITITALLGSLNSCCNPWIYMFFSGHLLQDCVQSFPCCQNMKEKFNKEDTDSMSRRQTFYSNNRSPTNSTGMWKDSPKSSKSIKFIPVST
TAAR1 agonist – agonists of human TAAR1; Q96RJ0; CHO RD-HGA16 TAAR1, Fluo-8 calcium fluorescence; vehicle wells 0%, saturating PEA agonist 100%; activation, % at 3 µM; 0.99% of 360,000 active; AID 624467;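 active = activation above the mean activation of all test compounds in the run plus 3 SD, cut at about 38% in these data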
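System: CHO-derived RD-HGA16 cells with stable Gα16 and human TAAR1 / Times: 17-24 h plating, Fluo-8 75 min 37 °C, 30 min RT / Technique: calcium-sensitive Fluo-8 signal, excitation 470-495, emission 515-575 nm / Measure: % activation relative to PEA EC100 response / Benchmarks: DMSO and PEA EC100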
CHRM1 agonist – activates human CHRM1 receptor; activation, % at 3 µM; 0.33% of 360,000 active; AID 588814; P11229; CHO-K1 hM1, Fluo-8 calcium fluorescence, agonist mode; 0% DMSO, 100% acetylcholine EC100;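 active = activation above the run's mean compound activation plus 3 SD, cut at about 16% in these data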;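 note: peak over basal fluorescence ratio within a 140 s kinetic read after compound addition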
CHRM1 antagonist – human CHRM1 antagonism; AID 588852; 1.3% of 360,000 active; CHO-K1 hM1, Fluo-8 calcium fluorescence, ACh EC80 antagonist; inhibition, % at 3 µM; P11229;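 active = percent inhibition above its own plate's cutoff, namely the mean of that plate's compound wells plus 3 SD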;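 note: peak over basal fluorescence ratio during 140 s after agonist addition; 0% = ACh EC80 plus DMSO and 100% = DMSO alone without agonist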
OXTR agonist – activates the human oxytocin receptor | 0.32% of 320,000 active | CHO-OTR cells, Fluo-8 calcium fluorescence; normalized: DMSO 0%, oxytocin 100% | activation, % at 3 µM | P30559;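 active = activation above the mean of all tested compounds plus 3 SD, cutoff set per screening run, cut at about 20% in these data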;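 note: peak over basal fluorescence ratio from a 100 s FLIPR kinetic read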
The depositor's hits bear a star; / = not tested or not shown.

SMILES	CHRM1 PAM	CHO parental Ca	TAAR1 antag	OXTR potentiate	V1aR counter	TAAR1 agonist	CHRM1 agonist	CHRM1 antagonist	OXTR agonist
C=CCNC(=S)Nc1ccc(Cl)cc1F	1	10	-10	-9	-0.6	1	-4	7	-0.6
COc1ccc(-c2cc3c(=O)n(CC(=O)NCc4ccc(C)cc4)ncn3n2)cc1	2	-7	-1	1	1.6	0	4	-3	1.1
O=C1CN(C(=O)COc2ccc([N+](=O)[O-])cc2Cl)c2ccccc2N1	13	-7	9	-3	0.8	4	-1	-15	1.4
Cc1c(Br)c(O)c(Br)c(O)c1/C=N/n1c(-c2ccccc2)n[nH]c1=S	18	-9	/	-9	14	/	4	-20	9.7
CC1(C)CC(OC(=O)c2ccccc2)CC(C)(C)N1	7	0	-3	-9	0.7	1	-7	-3	0.3
c1ccc(-c2nnc(N3CCOCC3)nc2-c2ccccc2)cc1	0	-31	-9	1	-1.2	15	-8	-8	-1.4
O=C(CCCCCCCC(=O)NNC(=O)Nc1ccccc1)NNC(=O)Nc1ccccc1	11	-9	22	-8	-0.6	3	2	-6	-0.8
Cn1c(CN2CCC(C(N)=O)CC2)c(C#N)c2ccccc21	10	-11	14	-18	1.2	0	-3	-9	0.1
Cc1ccc(C)c(N(C(=O)c2snc(C(N)=O)c2N)C(C(=O)NCC2CCCO2)c2ccc(C)o2)c1 (stereo not drawn)	3	-16	-3	-4	1.4	3	-4	-1	-0.7
CCC(=O)Nc1nnc(-c2ccco2)o1	5	2	3	-10	0.2	-1	0	-8	0.0
CCSc1nnc(NC(=O)C2CCCN(C(=O)c3ccc(Cl)cc3)C2)s1 (stereo not drawn)	5	/	-4	/	/	6	-4	-14	/
NC(=O)c1ccsc1NC(=O)COC(=O)c1ccc(Cl)nc1	10	-7	8	-5	1.0	6	2	-7	0.4
CNC(C)c1ccc(S(N)(=O)=O)cc1 (stereo not drawn)	1	-2	6	-17	1.1	4	-8	-1	0.4
CCCCOCCCNC(=O)c1ccc(NC(C)=O)cc1	-1	-10	12	3	6.3	5	-2	-16	-0.4
O=C(NNc1cccc(Cl)n1)c1ccc(Cl)cc1Cl	3	-5	-10	-5	-0.6	10	-5	-4	0.3

A portion taken from the entries so far, for reference:
SMILES	CHRM1 PAM	CHO parental Ca	TAAR1 antag	OXTR potentiate	V1aR counter	TAAR1 agonist	CHRM1 agonist	CHRM1 antagonist	OXTR agonist
CNC(C)c1ccc(S(N)(=O)=O)cc1 (stereo not drawn)	1	-2	6	-17	1.1	4	-8	-1	0.4
CCCCOCCCNC(=O)c1ccc(NC(C)=O)cc1	-1	-10	12	3	6.3	5	-2	-16	-0.4
O=C(NNc1cccc(Cl)n1)c1ccc(Cl)cc1Cl	3	-5	-10	-5	-0.6	10	-5	-4	0.3

Next section.
SMILES	CHRM1 PAM	CHO parental Ca	TAAR1 antag	OXTR potentiate	V1aR counter	TAAR1 agonist	CHRM1 agonist	CHRM1 antagonist	OXTR agonist
O=C(NCc1ccc(F)cc1)C1CCN(C(=O)NCc2ccccc2)CC1	0	4	-1	-9	-0.6	13	0	4	-0.2
CC(C)N(C)S(=O)(=O)c1ccc(NC(=O)CSC(=S)N2CCCC2)cc1	-1	-6	-29	-4	0.9	1	-2	4	0.2
Cn1c(O)c(N=NC(=O)CNC(=O)c2cccnc2)c2ccccc21	13	-7	-11	-9	1.1	0	-8	-14	0.4
CC(Sc1ncnc2c1cnn2-c1ccccc1)C(=O)NCC1CCCO1 (stereo not drawn)	3	-9	-20	-8	2.0	-3	-4	-1	-1.1
CC/C(=N\NC(=O)c1ccc2c(c1)OCO2)c1ccccc1	5	/	-13	/	/	0	-2	9	/
Cc1ccccc1-c1nnc(SCC(=O)NC2CCS(=O)(=O)C2)n1C (stereo not drawn)	15	-9	8	4	1.0	8	-2	-7	2.3
COc1cc(-c2ccc3oc(-c4ccsc4)cc3c2)cc(OC)c1OC	-6	-30	7	-11	1.4	10	-5	9	0.2
COc1ccccc1N(CC(=O)Nc1ccccc1C(F)(F)F)S(=O)(=O)c1cccs1	4	-15	10	-5	1.4	1	-2	-3	1.5
O=C(O)CCn1c(Cc2ccccc2)nc2ccccc21	8	4	-20	-8	0.2	1	-3	-10	-0.6
Cc1cccc(N=Nc2c(C)nn(-c3ccccc3)c2N)c1C	3	-33	-13	-9	-0.8	2	-12	-5	-2.1
O=C(NNC(=O)[C@@H]1CCCC[C@@H]1C(=O)O)Nc1ccccc1	0	0	0	-8	-0.6	1	-5	-3	-1.7
Cc1nc2c(C(=O)N3CCCCC3)cnn2c(C)c1Cc1ccccc1F	10	-5	8	3	1.6	11	-1	-13	1.6
O=C1N(c2ccccc2)C[C@@H]2C[C@@H](c3cc4ccccc4o3)N3CCC[C@@]123	-17	/	-10	/	/	1	-13	12	/
O=C1[C@@H]2[C@@H]3C[C@@H]([C@H]4ON=C(c5ccc(Cl)cc5)[C@@H]34)[C@@H]2C(=O)N1c1ccc2c(c1)OCO2	6	-2	-12	-4	1.9	1	-3	-4	1.9
O=c1[nH]c2ccc(NC(=S)NCCc3ccccc3)cc2[nH]1	11	-8	29	-4	0.3	41*	0	-18	0.5
COc1ccc(CCNC(=O)C(=O)NCCCN2CCOCC2)cc1	4	2	-2	-14	0.2	4	-4	-1	0.8
COc1ccc(-n2c(=O)c3c(C)c(C)sc3n(Cc3ccc(F)cc3)c2=O)c(OC)c1	-3	-22	-25	-4	0.8	2	-4	2	0.1
Cc1ccccc1NC(=S)N1CCN(c2ccccc2Cl)CC1	10	-12	11	-19	0.9	7	-5	-16	-1.3
COc1ccc(S(=O)(=O)NCC2CCCN(C(=O)CSC)C2)cc1 (stereo not drawn)	12	-10	1	-3	0.0	0	-4	-14	-0.7
O=C(c1ccco1)N1CCCC(c2ccccc2)C1 (stereo not drawn)	5	-11	-4	-14	-1.1	32	-5	-2	-1.8
CCCn1nc(NS(=O)(=O)c2cccc3nonc23)c2cc3cccc(C)c3nc21	-4	-23	-13	-8	5.8	1	-5	-1	-0.5
CSC1=N/C(=C\c2ccc3c(c2)OCO3)C(=O)S1	9	8	-6	-3	0.7	10	-4	-8	-0.5
COc1cc2cnc(-c3ccccc3F)cc2cc1OC	16	-8	6	5	-0.6	8	-2	-1	-0.8
Cc1cc(OCC(=O)OCC(=O)N2CCc3ccccc3C2)ccc1Cl	6	-12	7	-9	3.7	-3	-4	-5	2.6
Cc1ccc(NC(=O)CN2C(=O)S/C(=C\c3cc(C)n(C)c3C)C2=O)cc1	-24	11	29	-3	-0.5	12	-4	41*	-0.8
Cc1cc(Br)cc(Br)c1OCC(=O)NNC(=O)CCC(=O)NCc1ccccc1	2	/	-22	/	/	1	-1	-6	/
O=C(O)c1nn2c(C(F)(F)F)cc(-c3cccs3)nc2c1Cl	4	-1	-21	0	0.0	0	-6	0	0.6
CC(=O)Nc1ccc2ccccc2c1[N+](=O)[O-]	0	/	-1	/	/	0	-2	-4	/
O=C(O)c1ccc(/C=N/NC(=S)NCCN2CCOCC2)cc1	6	-4	-16	-4	-0.7	3	-1	0	0.9
CCC(C)C(NC(=O)OC(C)(C)C)C(=O)NCc1ccco1 (stereo not drawn)	0	-5	-20	4	1.5	0	1	-14	0.4
Cc1ccc(S(=O)(=O)Nc2ccc(N3CCOCC3)nc2)cc1	-7	-11	-4	-3	2.0	10	-3	5	1.9
Nc1cccc2c1C(=O)N(CCOc1ccc(F)cc1)C2=O	8	-11	2	-8	1.4	3	6	6	2.0
CC(C)CCN1CN(S(=O)(=O)c2cccs2)c2nc3ccccc3nc21	8	-20	-33	-20	-0.9	1	-2	-7	-1.2
O=C(c1cccc(C(F)(F)F)c1)N1CCC(O)(CS(=O)(=O)Cc2ccccc2Cl)CC1	0	-6	-11	-3	2.0	9	-2	-4	3.2
COc1ccc(S(=O)(=O)N2CCOC2CNC(=O)C(=O)NCCc2ccccc2OC)cc1 (stereo not drawn)	-4	3	-16	-6	2.6	13	-4	-1	1.1
CCOC(=O)c1c(NC(=O)C2COc3ccccc3O2)sc(C)c1C (stereo not drawn)	1	-13	-18	-4	0.6	4	-3	-9	0.0
C=C(C)c1cccc(C(C)(C)NC(=O)N2CCCC2)c1	6	-13	-26	-4	-1.1	2	-3	-9	-1.9
CC1CCCCC1NC(=O)C1CCN(S(=O)(=O)c2ccc(-n3cnnn3)cc2)CC1 (stereo not drawn)	4	-2	-1	-4	-0.3	4	-6	-2	-1.4
CC1=CC(C)(C)N(C(=O)CSc2nnc(C)s2)c2ccc(C)cc21	1	-18	-15	-1	-0.6	-5	-6	-20	-2.2
COCC(=O)N(Cc1cc2cc(C)ccc2[nH]c1=O)c1ccccc1	5	-8	-14	-2	4.1	3	-4	-6	0.3
Cc1ccc(OCC(=O)Nc2cc(S(=O)(=O)N3CCCCC3)ccc2N2CCN(C)CC2)c(C)c1	-9	-9	-11	-15	-0.9	6	-8	7	0.3
Cc1csc(CNC(=O)c2cc(COc3c(C)cccc3C)on2)n1	0	-22	-9	-5	3.7	-2	-1	-10	1.0
Cc1cc(C(=O)CSc2nnnn2C)c(C)n1Cc1ccco1	3	-12	-2	2	0.0	1	-2	-13	2.1
CC1=NN(S(=O)(=O)c2ccc(Cl)cc2Cl)C(=O)c2ccccc2O1	6	-2	-7	-5	-1.1	-1	-3	-13	0.4
COC(=O)c1ccc(C(=O)Nc2nc3cc(N)c(C)cc3s2)cc1	9	-5	7	-13	-0.1	-1	-2	-8	-1.6
CCCNC(=O)C1(C)CCN(Cc2csc(-c3ccc(Cl)cc3)n2)C1 (stereo not drawn)	-17	/	-6	/	/	-1	-9	16	/
CN(C)c1ccc(C(=S)N2CCN(C(=S)Nc3ccccc3)CC2)cc1	12	-13	6	-6	-0.2	12	-8	-5	-0.4
COc1ccc(-c2[nH]ncc2CN2CCN(Cc3cccs3)CC2)c(F)c1	-8	-16	-29	5	1.4	8	-7	10	2.2
COc1ccc(/C=N/NC(=O)CCn2c3ccccc3c3ccccc32)cc1O	-5	-16	40	-9	0.6	10	-4	1	2.8
Cc1ccc(NC(=O)C2CC(=O)N(C(C)C)C2)cc1C (stereo not drawn)	5	-5	-9	6	0.8	4	-3	-14	0.5
CCOCCCNC(=O)C1CCCN(S(=O)(=O)c2cccc3nsnc23)C1 (stereo not drawn)	5	-12	-5	0	2.6	-1	-3	-7	0.8

Bioassay records from PubChem BioAssay.

Rows are unselected (roughly 3.7% active in at least one column).
